KDM5B inhibitor – blocks human KDM5B histone demethylase activity. Q9UGL1. KDM5B demethylase, FDH-coupled NADH fluorescence (FDH is formaldehyde dehydrogenase). Potency, µM (titrated, usually from 57.7 µM), for inactives: top-dose activity change, negative = inhibition, most hits filed as inhibitors. 220,000 tested, 2.6% active; active means well fitted inhibition curve with a large enough effect; inconclusive means small, poorly fitted or top-dose-only effect; inactive means no such curve, though single readings can be large or run the other way; further: 0% is about no effect; nearly all actives have a fitted effect of over 70% in size
Target sequence (Q9UGL1 whole entry, looked up): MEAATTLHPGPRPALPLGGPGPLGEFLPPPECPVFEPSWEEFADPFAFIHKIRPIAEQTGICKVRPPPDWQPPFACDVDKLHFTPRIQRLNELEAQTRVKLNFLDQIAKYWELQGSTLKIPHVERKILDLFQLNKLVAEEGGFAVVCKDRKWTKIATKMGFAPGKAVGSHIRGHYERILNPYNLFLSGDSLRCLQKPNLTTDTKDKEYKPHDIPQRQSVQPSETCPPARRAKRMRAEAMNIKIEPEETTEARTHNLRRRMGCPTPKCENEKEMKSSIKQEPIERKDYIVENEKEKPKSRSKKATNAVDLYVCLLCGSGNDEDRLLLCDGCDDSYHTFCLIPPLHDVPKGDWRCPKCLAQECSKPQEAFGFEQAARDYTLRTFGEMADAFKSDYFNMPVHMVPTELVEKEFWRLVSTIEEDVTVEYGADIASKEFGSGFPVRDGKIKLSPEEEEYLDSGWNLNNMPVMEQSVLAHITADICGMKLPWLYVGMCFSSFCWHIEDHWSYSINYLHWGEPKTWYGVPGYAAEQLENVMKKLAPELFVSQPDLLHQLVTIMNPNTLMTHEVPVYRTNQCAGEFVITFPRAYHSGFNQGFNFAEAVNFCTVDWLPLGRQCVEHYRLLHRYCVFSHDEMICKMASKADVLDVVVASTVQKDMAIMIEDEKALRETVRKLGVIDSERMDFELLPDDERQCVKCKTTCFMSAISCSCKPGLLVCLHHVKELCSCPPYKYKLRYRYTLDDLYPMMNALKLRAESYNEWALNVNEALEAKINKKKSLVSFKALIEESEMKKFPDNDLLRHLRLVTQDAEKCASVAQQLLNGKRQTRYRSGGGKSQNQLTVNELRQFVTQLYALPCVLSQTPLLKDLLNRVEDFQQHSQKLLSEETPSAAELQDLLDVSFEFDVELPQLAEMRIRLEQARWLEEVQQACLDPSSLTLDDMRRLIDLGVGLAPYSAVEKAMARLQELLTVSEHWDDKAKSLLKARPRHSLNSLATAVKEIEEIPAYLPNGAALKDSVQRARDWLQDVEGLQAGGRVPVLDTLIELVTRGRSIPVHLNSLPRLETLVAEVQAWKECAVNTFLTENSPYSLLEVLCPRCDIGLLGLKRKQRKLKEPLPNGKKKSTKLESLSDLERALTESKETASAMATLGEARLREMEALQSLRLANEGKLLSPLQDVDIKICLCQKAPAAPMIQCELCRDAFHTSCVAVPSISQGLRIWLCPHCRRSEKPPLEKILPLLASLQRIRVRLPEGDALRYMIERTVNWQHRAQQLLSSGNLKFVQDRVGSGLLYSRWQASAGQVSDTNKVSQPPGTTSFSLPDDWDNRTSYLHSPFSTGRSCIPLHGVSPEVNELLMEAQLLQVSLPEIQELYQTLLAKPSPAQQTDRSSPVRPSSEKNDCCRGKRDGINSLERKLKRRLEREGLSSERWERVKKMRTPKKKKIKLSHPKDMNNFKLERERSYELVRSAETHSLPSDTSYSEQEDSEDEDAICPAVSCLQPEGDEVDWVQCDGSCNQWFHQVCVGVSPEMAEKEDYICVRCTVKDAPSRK
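Here, H3K4me3 peptide (12.5 µM in substrate mix) is demethylated by KDM5BΔAP, 200 nM final, after 10 min compound exposure. Formaldehyde product is coupled through FDH (0.25 U/mL in mix) to NADH fluorescence; 30-min ΔRFU feeds dose-response curves.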
* hit, by the source's call; ? = inconclusive; [ ] = dose if it differs, or a comment. Potency means the concentration at half of the fitted maximal effect.

no.	molecule	KDM5B inhibitor
1	O=S1(=O)CCN(C2CCCCC2)c2c(F)nc(F)c(Cl)c21	-22%
2	Cc1noc(C)c1-c1cc2cc(C(C)C)oc2c(NCCN(C)C)n1	-15%[86.2 µM]
3	O=C(O)CCCC(=O)N1Cc2ccccc2CC2(CCCCN2CCc2ccccc2)C1 (stereo unspecified)	-12%[115 µM]
4	CCc1nncn1C1CCN(S(=O)(=O)c2ccc(F)c(Cl)c2)CC1	9%
5	CC(NC(=O)Cc1nn(C)c(=O)c2ccccc12)c1ccc(F)cc1F (stereo unspecified)	0%
6	Nc1nc2c([N+](=O)[O-])cccc2[n+]([O-])n1	4%
7	Cc1scc(C(=O)NCCC23CC4CC(CC(C4)C2)C3)c1-c1ccccc1	-2%
8	O=C(C1CC1)N1CC(Oc2ccccc2-c2nc(-c3cnccn3)no2)C1	-16%
9	CCOc1cc(Cl)c(C=O)cc1OC	-20%
10	O=C(NCNC(=O)Nc1ccccc1)Nc1ccccc1	4%
11	COC(=O)c1ccccc1NC(=O)Nc1c(C)n(C)n(-c2ccccc2)c1=O	29%
12	Cc1c(-c2cccc(NC(=O)Nc3ccccc3)c2)nc2ncccn12	?
13	COc1ccc(N(C(=O)c2ccncc2)S(=O)(=O)c2cccc([N+](=O)[O-])c2)cc1	?
14	O=C(CN1CCN(Cc2ccccc2)CC1)Nc1ccc(Cl)cc1	-28%
15	Cc1c(NC(=O)c2cc(-c3ccc(O)cc3)on2)c(=O)n(-c2ccccc2)n1C	-3%
16	O[C@@H]1[C@@H](Cn2cc(C3CC3)nn2)C[C@@H](NCc2nccs2)[C@@H]1O	?
17	O=C(c1ccncc1)N1CC[C@H]2COC(=O)N2c2cc(F)ccc2C1	22%[86.2 µM]
18	COC[C@H]1CCCN1Cc1nc(C2(O)CCN(Cc3ccc(F)cc3)CC2)cs1	-19%[86.2 µM]
19	O=C(CSc1nnc(-c2ccc(Cl)cc2)c(-c2ccc(Cl)cc2)n1)NC1CCCC1	-18%
20	O=C1NCCN2CC3(CCN(C(=O)NCc4ccccc4)CC3)CC12 (stereo unspecified)	?
21	Cc1ccc(C(=O)O/N=C(\N)c2ccccn2)cc1	?
22	COc1ccccc1Nc1ncnc2scc(-c3ccc(F)cc3)c12	?
23	CCCCC(=O)Nc1ccc(NC(=S)NC(=O)c2ccco2)cc1OC	-28%
24	Cc1ccc(S(=O)(=O)N2CCCN(c3nccc(C(F)(F)F)n3)CC2)cc1	-15%
25	CC(C)(CNc1ccc(-c2nc(C3CC3)no2)cn1)N1CCOCC1	?
26	Cc1oc(-c2ccccc2)nc1C(=O)OCC(=O)NC(C)c1ccccc1 (stereo unspecified)	-8%
27	CN1C(=O)COc2ccc(NC(=O)C(=O)NC3CCCCCC3)cc21	-15%
28	O=c1cc(N2CCOCC2)oc2c(-c3ccccc3F)nccc12	?
29	CCOC(=O)C1CCCN(C(=O)c2ccc3c(c2)N(Cc2ccccc2F)C(=O)c2ccccc2S3=O)C1 (stereo unspecified)	-2%
30	CC(C)Cn1cc(NC(=O)NCc2cccc(Cl)c2)c2ccccc2c1=O	?

Sorted by the number under KDM5B inhibitor (highest first): three from the list above
No.	mol	KDM5B inhibitor
26	Cc1oc(-c2ccccc2)nc1C(=O)OCC(=O)NC(C)c1ccccc1 (stereo unspecified)	-8%
24	Cc1ccc(S(=O)(=O)N2CCCN(c3nccc(C(F)(F)F)n3)CC2)cc1	-15%
23	CCCCC(=O)Nc1ccc(NC(=S)NC(=O)c2ccco2)cc1OC	-28%

Next part
no.	molecule	KDM5B inhibitor
31	Cc1oc(C)c2c(=O)cc(-c3ccc4c(c3)OCO4)cc(OC(=O)c3ccccc3Br)c12	?
32	CN(C)C[C@@H]1CN(c2ccccn2)C[C@H]1NC(=O)Cn1c(=O)oc2ccccc21	22µM*
33	Cc1cc(C)c(NC(=O)Cn2cccc2-c2nc(-c3ccc(F)cc3)no2)c(C)c1	6%
34	Cc1nc2ccc(Cl)cc2cc1C(=O)NCc1cccnc1-n1cccn1	-9%
35	Cc1ccc(N(Cc2ccco2)C(=O)Cn2cnc3ccc(F)cc3c2=O)cc1	0%
36	c1ccc(OCc2nn3c(CN4CCOCC4)nnc3s2)cc1	-13%
37	O=C(c1cccc(F)c1)N1CCC(N2CC3CC(C2)[C@H]2CCCC(=O)N2C3)CC1 (stereo partly specified)	25%
38	Cc1cccc(NC(=S)N2CCN(S(=O)(=O)c3ccccc3)CC2)c1	25%
39	Cc1ccc(Cn2c(N/N=C/c3ccncc3)nc3c2c(=O)n(C)c(=O)n3C)cc1	-1%
40	CC(C)NC(=S)N/N=C1\CC2CC=CC12 (stereo unspecified)	6%
41	CN1[C@H](C(=O)O)C[C@H](C(=O)NCC2(CO)CCCC2)[C@@H]1c1ccccc1F	-25%
42	CC/C(C)=N/NC(=O)C(O)(c1ccccc1)c1ccccc1	17%
43	COc1ccc(N2CCN(C3CCCN(CC=C(C)C)C3)CC2)cc1 (stereo unspecified)	-11%
44	Cc1cccc(/C=C(\C#N)c2nc3ccccc3c(=O)[nH]2)c1	-7%
45	CCCC#CC(C)(O)CNC(Cc1ccccc1)C(=O)O (stereo unspecified)	?
46	CCN1CCC2(CC1)Cc1ccccc1CN(C(=O)C1CCCC1)C2	31%[activator][149 µM]
47	CCc1ccc(C(=O)Nc2sc(C)c(C)c2C#N)cc1	?
48	O=C(Cn1nnc(-c2ccc(F)cc2)n1)N1CCOCC1	-13%
49	CCc1ccc(S(=O)(=O)NCc2ccc3c(c2)CCN3C(=O)c2ccc(C)cc2)cc1	?
50	O=C1CC(c2ccccc2)c2c(n3c(nc4ccccc43)[nH]c2=O)N1 (stereo unspecified)	-10%
51	O=C(Nc1ccccc1)N1CCC2(CC1)SCC(=O)N2c1ccccc1	9%
52	Cc1nc(N2CCOCC2)c2c(C(=O)N3CCN(c4ccccc4)CC3)c(C)oc2n1	-16%
53	N#Cc1cccc(C(=O)NC2CCCN(Cc3ccccc3)C2)c1 (stereo unspecified)	-10%
54	COc1ccc(NC(=O)O[C@@H]2CO[C@H]3[C@@H]2OC[C@@H]3n2nnnc2Sc2ccccc2)cc1	2%
55	CCOc1cc(C(=O)N(Cc2nc(-c3ccc(C)cc3)no2)C(C)C)cc(OCC)c1OCC	-39%
56	COc1ncccc1-c1cnc2[nH]cc(CC(=O)Nc3ccccc3)c2c1	35µM*
57	Cc1ccc(C(=O)NCc2coc(-c3cccs3)n2)c(C)c1	?
58	COCc1nc(-c2ccc(OC3CCN(C(=O)Cc4c[nH]c5ccccc45)C3)cc2)no1 (stereo unspecified)	-17%
59	Cc1ccc(C)c(S(=O)(=O)c2nnn3c2nc(N2CCOCC2)c2ccccc23)c1	-14%[115 µM]
60	O=C(COc1ccccc1)Nc1ccc(S(=O)(=O)Nc2ccccn2)cc1	?

6 structures already listed, arranged by length of the SMILES, largest number first.
no.	molecule	KDM5B inhibitor
54	COc1ccc(NC(=O)O[C@@H]2CO[C@H]3[C@@H]2OC[C@@H]3n2nnnc2Sc2ccccc2)cc1	2%
55	CCOc1cc(C(=O)N(Cc2nc(-c3ccc(C)cc3)no2)C(C)C)cc(OCC)c1OCC	-39%
52	Cc1nc(N2CCOCC2)c2c(C(=O)N3CCN(c4ccccc4)CC3)c(C)oc2n1	-16%
56	COc1ncccc1-c1cnc2[nH]cc(CC(=O)Nc3ccccc3)c2c1	35µM*
46	CCN1CCC2(CC1)Cc1ccccc1CN(C(=O)C1CCCC1)C2	31%[activator][149 µM]
53	N#Cc1cccc(C(=O)NC2CCCN(Cc3ccccc3)C2)c1 (stereo unspecified)	-10%

Carrying on.
no.	molecule	KDM5B inhibitor
61	COC(=O)c1cc(NC(=O)c2ccc(-c3ccc(Cl)cc3Cl)o2)cc(C(=O)OC)c1	-18%
62	COc1ccccc1N(C)S(=O)(=O)c1ccc(C(=O)Nc2cccc(C)c2C)cc1	10%
63	CCCNC(=S)NNC(=O)C(C)C	-9%
64	Cc1ccc(CSc2ncc(Cl)c(C(=O)Oc3ccc(F)cc3)n2)cc1	?
65	COc1ccc(S(=O)(=O)NCCOc2ccccc2)cc1F	-2%
66	NC(=O)NC(=O)COC(=O)c1cccnc1Nc1ccccc1F	-32%
67	O=C(CN1CCN(C(=O)c2cc3ccccc3[nH]2)CC1)N1CCCCCC1	12%
68	O=C(c1cnc2n[nH]c(-c3ccccc3)c2n1)N1CCN(c2ccccn2)CC1	?
69	CCNC(=O)N1CCCC1c1noc(CCC(=O)NC(C)C)n1 (stereo unspecified)	-13%
70	C[C@H](O)c1onc(-c2ccc(F)cc2)c1C(=O)NC1CCC1	28%[86.2 µM]
71	COc1ccc(N2CC(NC(=O)c3c(F)cccc3Cl)CC2=O)cc1OC (stereo unspecified)	6%
72	Cc1ccc(CN2CCC(n3nccc3NC(=O)CCOc3ccccc3)CC2)o1	27%
73	COCc1nc(C2CCCN(C(=O)c3ccc(OC)cc3)C2)no1 (stereo unspecified)	-4%
74	COc1cc(SC)ccc1C(=O)N[C@@H]1C=C(C(=O)N[C@H](CC(C)C)C(N)=O)C[C@@H](O)[C@@H]1O	33%[activator]
75	O=C(c1ccoc1)N1CCC2(CC1)N=C(c1cccc(Br)c1)NO2	?
76	CCc1c(CN2CCN(c3cccc(C)c3C)CC2)csc1C	-18%
77	CCOC(=O)C(O)(c1ccc(N(C)C(=O)Nc2ccc(Cl)c(Cl)c2)cc1)C(F)(F)F (stereo unspecified)	-14%
78	CC(C)N1C(=O)C2(CCCC2)C1C(=O)NCCN1CCC(N2CCCCC2)CC1 (stereo unspecified)	-16%
79	Cc1ccc(C)c(NC(C)C(=O)N(C)Cc2cccc(F)c2)c1 (stereo unspecified)	3%
80	O=C(O)Cn1nc(C2CC2)nc1CCCN1CCCC1=O	-12%
81	Cc1cc(C)cc(C(=O)N2CCC(c3n[nH]c(=O)n3-c3ccccc3)CC2)c1	19%
82	COc1ccc(O)c(CN2CCC(n3nccc3NC(=O)CCOc3ccccc3)CC2)c1	-4%
83	CCOC(=O)CSCc1csc(CC(=O)Nc2ccccc2C)n1	4%
84	O=C(CSc1nc(=O)[nH]c2c1CCC2)Nc1cc(C(F)(F)F)ccc1Cl	-5%
85	CCCCOC(=O)c1ccc(Nc2nnc(-n3nc(C)cc3C)c3ccccc23)cc1	?
86	Cc1ccc(CNCCC2=CCCCC2)o1	?
87	C[C@@H](NC(=O)Cc1ccccc1)c1onc(-c2ccc(F)cc2)c1C(=O)O	23%[86.2 µM]
88	CCc1csc(CNC(=O)c2ccc(N3CC[C@H](O)C3)nc2)n1	-19%
89	O=C(NCc1ccc(F)cc1)C1(CCO)CC12CCOCC2 (stereo unspecified)	-16%
90	C#CCOC(=O)CCC(=O)NCCCCCCCCCCCC	14%
91	CCn1cc(CN2C[C@@H](CO)[C@H](NC(=O)COC)C2)c2ccccc21	-14%
92	CC(NC(=O)c1cccs1)C12CC3CC(CC(C3)C1)C2 (stereo unspecified)	22%
93	CCCN(CC1CC1)C(=O)c1ccc2c(c1)C(O)CCCCCN2CCOC (stereo unspecified)	?
94	COc1cc(Cl)c(C)cc1NC(=O)Cn1ccn2nc(-c3ccc(F)cc3)c(CO)c2c1=O	1%
95	CN1C(=O)c2ccccc2Sc2ccc(NC(=O)NCc3ccc(Cl)cc3)cc21	-41%
96	Cc1ccc(NC(=O)CCNC(=O)c2ccco2)cc1Cl	16%
97	Cc1ccc2nc(/C(C#N)=C\c3ccc(O)cc3)[nH]c2c1	-24%
98	CCOC(=O)C(=CNc1ccc(Cl)cn1)C(=O)OCC	2%
99	O=C(NCc1ccc(-c2nc3ccccc3s2)o1)c1ccccc1Br	?
100	CN(C1CCOCC1)C1CCN(C(=O)c2ccn[nH]2)CC1	-5%
101	COc1ccccc1C(=O)Nc1ccc2oc(-c3ccccc3F)nc2c1	?
102	CCn1c(C)cc(C(=O)CSc2n[nH]c(C3CC3)n2)c1C	7%
103	O=C(CNS(=O)(=O)c1ccccc1)NCC(=O)OCc1ccc(Cl)cc1	15%
104	COc1cc(OC)c(NC(=O)N2CC3CCCN3c3ccccc32)cc1Cl (stereo unspecified)	?
105	Cn1cc(CNC(=O)C[C@@H]2C[C@H]3O[C@H](CNC(=O)NC4CCC4)[C@@H](O)[C@H]3O2)cn1	23%[86.2 µM]
106	CC(C)COC(=O)NC(C)C(=O)O (stereo unspecified)	-11%
107	O=C(NCc1ccncc1)c1ccc(CN2C(=O)NC3(CCS(=O)(=O)CC3)C2=O)cc1	-17%
108	N#CCCN1CCN(C(=O)c2cn3ccnc(-c4ccccc4)c3n2)CC1	-13%
109	CC(C)CNc1nc(-c2ccc(S(=O)(=O)N3CCCC3)cc2)cs1	?
110	COc1ccc(NC(=O)c2ccc3c(c2)N(C)C2CCCCCN2C3=O)cc1 (stereo unspecified)	?
111	O=c1cc(/N=C/c2coc3cc(Br)ccc3c2=O)[nH]c(=S)[nH]1	-43%
112	CCOc1ccccc1NC(=O)Cc1noc2ccc(C)cc12	?
113	CC(Nc1cccc(N2CCCC2=O)c1)c1nc(C(C)(C)C)no1 (stereo unspecified)	-9%
114	COc1ccc(NC(=O)C2(C#N)CCCC2)cc1	-7%
115	CCCCn1ccnc1C(=O)c1ccc(S(=O)(=O)N2CCCC2)cc1	21%
116	CCOc1ccc(Nc2nc(SC)nc(-c3ccccc3)c2C#N)cc1	-10%
117	COc1ccc(C)cc1-n1cnc2cc(C(=O)NC3CCCCCC3)ccc21	?
118	O=C(COC(=O)c1cc(S(=O)(=O)NCc2ccccc2)ccc1O)c1cc2ccccc2o1	-9%
119	COCCNC(=O)[C@@H]1C[C@@H](O)CN1C1CCN(C(=O)COc2ccc(F)cc2)CC1	-20%
120	CCc1ccccc1Nc1nn2c(=O)c3ccc(C(=O)NCCc4ccccc4)cc3nc2s1	?
121	Cc1ccccc1-n1ccnc1SCC(=O)c1ccccc1	23%
122	Cc1ccc(NC(=O)c2cc3c(=O)n(Cc4cccnc4)ccc3nc2C)cc1F	-9%

High-throughput results (PubChem)

This is a subset (hit frequency here may not be typical).
